# Screening data: PubChem BioAssay, National Center for Advancing Translational Sciences (NCATS)
# Giardia FBPA inh – qHTS Assay for Inhibitors of Fructose-1,6-bisphosphate Aldolase from Giardia Lamblia; purified Giardia FBPA; AID 2451, 2010; Potency, µM (highest dose often 59.6 µM), for the others: at the top dose activity, negative = inhibition, most hits filed as inhibitors; actives 0.71% (n = 290,000); further: potency means the concentration at half of the fitted maximal effect; on the % scale 0 is the no-effect control and ±100 the full control effect; nearly all actives have a fitted effect of over 55% in size
# Target sequence (A8B2U2 whole entry, looked up): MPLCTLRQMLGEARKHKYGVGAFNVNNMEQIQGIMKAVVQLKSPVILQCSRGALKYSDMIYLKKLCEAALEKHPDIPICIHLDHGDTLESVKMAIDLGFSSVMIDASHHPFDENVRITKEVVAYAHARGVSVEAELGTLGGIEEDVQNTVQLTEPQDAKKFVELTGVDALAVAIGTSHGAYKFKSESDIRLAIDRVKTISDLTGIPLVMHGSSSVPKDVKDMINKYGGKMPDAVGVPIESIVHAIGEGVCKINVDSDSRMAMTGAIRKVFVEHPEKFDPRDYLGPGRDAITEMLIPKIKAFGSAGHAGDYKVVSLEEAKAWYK
#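 40 nM FBPA preincubated 10 min at RT with compound (up to 57.5 uM final), then substrate plus GAPDH/TPI/NAD/arsenate coupling and diaphorase/resazurin added. Fluorescence read after 20 min at RT, 525/598 nm.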
# HCMV inh – qHTS Assay for inhibitors of the human cytomegalovirus (HCMV). HFF cells, HCMV-luciferase reporter, 72 h; stronger effect = lower value. activity change, negative = inhibition, % at 57.5 µM. actives 4.5% (n = 410,000); in the data active means activity change below about -60%; inconclusive means no clear call, values can overlap the other calls; inactive means above about -39%; further: on the % scale 0 is the no-effect control and ±100 the full control effect
#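 Two-dose cell screen: HFF monolayers treated with compounds and infected with luciferase-expressing HCMV at 1 PFU/cell, 72 h at 37C, then lysed for luciferase measurement.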
# Cycloheximide cs – Cycloheximide Counterscreen for Small Molecule Inhibitors of Shiga Toxin; max response, %; AID 2314, 2010; actives 12% (n = 300,000); cell reporter, cycloheximide protein synthesis inhibition counterscreen; in the data active means max response mostly above about 13%, no sharp cut-off; inactive means mostly below about 14%; further: read at 38.3 µM for the half of the compounds with a filed dose; 0% is about no effect
# AmpC inh no detg – qHTS Inhibitors of AmpC Beta-Lactamase (assay without detergent); Potency, µM (doses to about 57.1 µM), for inactives: at the highest dose activity change, negative = inhibition, usual class: inhibitors; AmpC nitrocefin hydrolysis, absorbance 480 nm, 0.0001% Triton; P00811; AID 485341, 2010; actives 0.52% (n = 330,000);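 further: potency means the concentration at half of the fitted maximal effect; plate controls were no compound for no effect and no enzyme for full effect; nearly all actives have a fitted effect of over 20% in size; some results filed as inactive show a strong effect at the top dose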
# Target sequence (P00811 whole entry, looked up): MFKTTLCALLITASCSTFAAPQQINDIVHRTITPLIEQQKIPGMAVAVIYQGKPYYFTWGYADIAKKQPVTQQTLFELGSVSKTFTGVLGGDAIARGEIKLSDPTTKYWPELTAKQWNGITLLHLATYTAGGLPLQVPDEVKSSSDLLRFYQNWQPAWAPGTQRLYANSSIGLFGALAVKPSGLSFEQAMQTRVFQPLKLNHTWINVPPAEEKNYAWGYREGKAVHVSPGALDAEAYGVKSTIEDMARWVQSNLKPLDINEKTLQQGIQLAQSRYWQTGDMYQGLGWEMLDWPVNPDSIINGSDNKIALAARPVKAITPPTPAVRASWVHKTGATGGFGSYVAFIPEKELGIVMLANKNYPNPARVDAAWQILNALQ
#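 20 mM phosphate pH 7.0 + 0.01% (detergent screen) or 0.0001% Triton X-100; 5.3 nM AmpC reagent; cpd preinc 15 min RT; nitrocefin (800 uM stock) to start; A480 q20 s × 4 min; Activity was normalised to no-enzyme and no-compound control wells.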
# AMA1-RON2 inh – qHTS for Inhibitors of AMA1-RON; Towards Development of Antimalarial Drug Lead: Primary Screen; Plasmodium falciparum AMA1 (3D7) - RON2 peptide interaction; AlphaScreen AMA1-biotinylated RON2 peptide binding; Potency, µM (doses to about 58.2 µM), without a hit: at the highest dose activity change, negative = inhibition, actives largely listed as inhibitors; actives 0.2% (n = 360,000);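 further: potency means the concentration at half of the fitted maximal effect; 0% = vehicle wells and -100% = peptide control; nearly all actives have a fitted effect of over 45% in size; some results filed as inactive show a strong effect at the top dose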
#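 AMA1 (3D7) with his tag at 25 nM final met compounds first, then biotinylated RON2 peptide at 25 nM; detection used donor plus acceptor beads, 10 µg/mL apiece, read by AlphaScreen after 30 min at room temperature.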
# Shiga toxin inh – A qHTS for Small Molecule Inhibitors of Shiga Toxin. Vero cells, Shiga toxin protein synthesis inhibition reporter. inhibition, % at 38.7 µM. actives 9.2% (n = 290,000). AID 2315, 2010; in the data active means inhibition mostly above about 28%, no sharp cut-off; inactive means mostly below about 43%; further: 0% is about no effect
# AmpC detergent – qHTS Inhibitors of AmpC Beta-Lactamase (assay with detergent). AmpC hydrolysis of nitrocefin, absorbance 480 nm, 0.01% Triton. Potency, µM (titrated, usually from 114 µM), inactives show at the top dose activity change, negative = inhibition, actives largely listed as inhibitors. AID 485294, 2010. P00811. actives 0.041% (n = 370,000);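 further: potency means the concentration at half of the fitted maximal effect; 0% = no-compound wells and -100% = no-enzyme wells; nearly all actives have a fitted effect of over 25% in size; some results filed as inactive show a strong effect at the top dose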
#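 20 mM phosphate pH 7.0 + 0.01% (detergent screen) or 0.0001% Triton X-100; 5.3 nM AmpC reagent; cpd preinc 15 min RT; nitrocefin (800 uM stock) to start; A480 q20 s × 4 min; Activity was normalised to no-enzyme and no-compound control wells.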
# Active calls of the source: *; u = inconclusive; x = not tested or not shown; [ ] = remark or other dose. Unless noted, the call rests on the fitted dose curve; in most records, active means well fitted curve in the direction sought with a large enough effect; inconclusive means small, poorly fitted or top-dose-only effect, or another doubt; inactive means no such curve, though single readings can be large; an effect the other way counts as inactive or inconclusive.
SMILES,Giardia FBPA inh,HCMV inh,Cycloheximide cs,AmpC inh no detg,AMA1-RON2 inh,Shiga toxin inh,AmpC detergent
COc1ccc(C2SCC(C(=O)O)N2C(C)=O)cc1 (stereo unspecified),8%,22,-4,-4%,3%,1,u
COCCNC(=O)c1cccc(OC2CCN(Cc3ccc(C(=O)OC)cc3)CC2)c1,-3%,18,-2,26%,30%,-16,0%
C#CCOCCOCCOCCNc1nc(N2CCN(C(=O)[C@H](Cc3ccc(O)cc3)n3cc([C@@H](N)CC(C)C)nn3)CC2)nc(N2CCN(C(=O)[C@H](Cc3cc4ccccc4[nH]3)n3cc([C@@H](N)CC(C)C)nn3)CC2)n1,-2%,-14,-4,181%[activator],-17%,-13,2%
Oc1ccc(Nc2nc(-c3ccccc3F)nc3ccccc23)cc1,-9%,u,-1,-31%,2%,-4,4%
CCc1ccccc1NC(=O)CN1CCN(C(=O)CNC(=O)c2ccc(N3CCCC3=O)cc2)CC1,x,31,x,-11%,1%,x,7%
CSc1cc(-c2ccccc2)n(Cc2c(Cl)cccc2Cl)c(=O)c1C#N,4%,-39,-2,-26%,5%,-3,2%
COc1cccc(NC(=O)C(C)Sc2nnc(C3CC3)n2C2CC2)c1 (stereo unspecified),x,16,x,-11%,-5%,x,u
COc1ccc(OC)c(NC(=O)c2cc3c(=O)n4ccccc4nc3n2C)c1,8%,36,15,-13%,16%,2,u
CC1CCN(C(=O)CSc2nc(=O)n3ccccc3n2)CC1,x,-32,x,-8%,28%,x,u
CCc1ccc(C(=O)OCC(=O)NC2CCCC2)cc1,8%,-15,30*,0%,-1%,45,-4%
O=C(Cc1ccccc1)c1nc2ccccc2s1,-25%,-3,74*,-12%,-3%,131*,7%
COc1ccc(S(=O)(=O)NCC2CCCN(C(=O)CSC)C2)cc1 (stereo unspecified),-4%,-37,-2,14%,-2%,-5,u
O=C(NCCCl)Nc1ccc(Cl)c([N+](=O)[O-])c1,-6%,u,-2,-20%,0%,-18,3%
O=C(/C=C/c1ccc(F)cc1)NC(=S)N1CCN(c2ccccn2)CC1,-2%,44,43*,-37%,81%[activator],98*,-6%
O=[N+]([O-])c1cc(C(F)(F)F)ccc1NN=C1CCCC1,6%,-35,-3,-21%,u,9,u
CCCS(=O)(=O)NCc1cn2cccc(C)c2n1,-7%,20,1,-9%,-4%,-8,-9%
Cc1ccc(-c2cc(C(F)F)nc(N3CCC(C)CC3)n2)cc1,-3%,-19,0,-12%,14%,-1,-4%
C=C(C)CSc1nc2nc(C)c(Br)cc2[nH]1,-13%,31,30*,-9%,x,81*,1%
COCCC(=O)N1CCC(Oc2ccc(C(=O)N(C)C3CCCCC3)cc2)CC1,7%,-12,12*,64%[activator],3%,x,u
O=C(O)c1cccc(-c2ccc(/C=N/Nc3ccc([N+](=O)[O-])cc3)o2)c1,-22%,-17,17*,-41%,-5%,54,-6%
COC(=O)c1ccc2nc(C)cc(Nc3ccc(N(C)C)cc3)c2c1,-1%,1,-3,-7%,u,-13,-5%
O=C(CSc1nnc(COc2ccc3c(c2)CCCC3)o1)Nc1ccc(F)cc1,6%,-12,14,-17%,11%,15,1%
CCCc1cc(=O)[nH]c(SCC(=O)N2CC3(C)CC2CC(C)(C)C3)n1 (stereo unspecified),x,-4,x,-7%,-7%,x,8%
COc1ccc(C(=O)C2CCCCC2=O)cc1 (stereo unspecified),5%,-17,1,-16%,-10%,12,0%
N=C(N)N=Nc1c(O)[nH]c2ccc(Br)cc12,-8%,30,-2,-18%,6%,1,-4%

# Exported with tabs: entries from further up.
SMILES	Giardia FBPA inh	HCMV inh	Cycloheximide cs	AmpC inh no detg	AMA1-RON2 inh	Shiga toxin inh	AmpC detergent
COCCC(=O)N1CCC(Oc2ccc(C(=O)N(C)C3CCCCC3)cc2)CC1	7%	-12	12*	64%[activator]	3%	x	u
O=C(O)c1cccc(-c2ccc(/C=N/Nc3ccc([N+](=O)[O-])cc3)o2)c1	-22%	-17	17*	-41%	-5%	54	-6%
COC(=O)c1ccc2nc(C)cc(Nc3ccc(N(C)C)cc3)c2c1	-1%	1	-3	-7%	u	-13	-5%
O=C(CSc1nnc(COc2ccc3c(c2)CCCC3)o1)Nc1ccc(F)cc1	6%	-12	14	-17%	11%	15	1%

# New compounds follow
SMILES,Giardia FBPA inh,HCMV inh,Cycloheximide cs,AmpC inh no detg,AMA1-RON2 inh,Shiga toxin inh,AmpC detergent
O=C(Nc1ccc(S(=O)(=O)Nc2nccs2)cc1)C1=NN(c2ccccc2)C(=O)CC1,22%,-20,10,-31%,-5%,-8,11%
CCOC(=O)c1c(/N=C/c2ccccc2O)sc2c1CCC2,-11%,23,0,-14%,5%,8,-4%
CCN(CC)S(=O)(=O)c1cccc(C(=O)Nc2ccccc2)c1,-1%,u,17*,-16%,-9%,34,-12%
Cc1sc2ncnc(N3CCN(CCOc4ccc(Cl)cc4)CC3)c2c1C,5%,-93*,-1,128%[activator],-13%,5,-12%
O=C1CN(C(=O)c2ccc(Br)o2)C(c2ccccc2)c2cc(Br)ccc2N1 (stereo unspecified),-6%,68,8,3%,-28%,18,2%
O=C(OCC(=O)N1CCc2ccccc21)c1cccnc1Cl,0%,2,35*,-8%,-5%,69*,-2%
CCOc1ccc(CC(=O)N/N=C/c2cccnc2)cc1,5%,113,-2,-8%,7%,-7,2%
Cc1ccc(NC(=O)c2ccc(CSc3nnc(-c4ccncc4)n3C)cc2)c(C)c1,3%,-8,-2,60%,3%,-10,-13%
CN(C)c1ccc(N2C(=NC(=O)c3ccccc3)SC3CS(=O)(=O)CC32)cc1 (stereo unspecified),x,15,-1,35%,-8%,7,-5%
COc1ccc(CCNc2cc(C)[nH]c(=O)c2)cc1OC,-2%,33,-2,-4%,-6%,-2,-7%
Cc1onc(-c2ccccc2Cl)c1C(=O)Oc1cc(N)n(S(=O)(=O)c2ccc(F)cc2)n1,-9%,31,-3,-24%,-23%,-17,1%
O=[N+]([O-])O[C@H]1CO[C@H]2[C@@H]1OC[C@H]2O[N+](=O)[O-],x,12,x,-8%,7%,x,u
CCOC(=O)c1c(NC(=S)Nc2cccc(C)c2)sc2c1CC(C)(C)SC2,-1%,-3,2,-47%,12%,-7,-3%
COc1cccc(CN2CC(C(=O)NCCN3CCOCC3)CCC2=O)c1 (stereo unspecified),x,-27,2,3%,-2%,3,-9%
Cc1cc(C)c2c(C)[nH]nc2n1,2%,9,3,-10%,-2%,5,2%
O=C(C[C@H]1C/C=C\CCCC(=O)OC[C@H]2CCCN2C1=O)NCCO,x,0,x,-7%,9%,x,x
CCOc1ccc(N/C(N)=N/c2nc(C)cc(C)n2)cc1,-16%,12,1,-29%,-1%,-6,2%
Cc1cc(NC(=O)/C=C\C(=O)O)c([N+](=O)[O-])cc1C,7%,-21,-3,-12%,-22%,16,2%
O=C(CCN=C1NS(=O)(=O)c2ccccc21)N1CCc2ccccc2C1,3%,-27,12,-18%,12%,15,-12%
CCCN1CCc2c(sc(NC(=O)C3CCN(S(=O)(=O)c4cccs4)CC3)c2C(N)=O)C1,x,-15,x,99%[activator],-6%,x,-4%
O=C(NCc1cccnc1)C1CCN(S(=O)(=O)c2cc([N+](=O)[O-])ccc2Cl)CC1,x,-29,x,32%,-4%,x,x
Cc1ccc(-c2ccc(=O)n(CC(=O)NCCN3CCCCC3C)n2)cc1 (stereo unspecified),-1%,-18,-6,-3%,0%,-16,2%
COc1cc(OC)c(NC(=O)c2cncn2-c2ccc(F)cc2)cc1Cl,8%,-18,-3,24%,-3%,-14,2%
Cc1cccc(C(=O)N=c2sccn2C)c1[N+](=O)[O-],x,69,50*,-16%,-8%,74*,4%
NC(=O)C1CCN(C(=O)c2ccc(Oc3cc(Cl)cc(Cl)c3)o2)CC1,-14%,0,-1,100%[activator],-4%,-10,-7%
SMILES,Giardia FBPA inh,HCMV inh,Cycloheximide cs,AmpC inh no detg,AMA1-RON2 inh,Shiga toxin inh,AmpC detergent
O=C(OCCCOC(=O)c1ccc(Br)o1)c1ccc(Br)o1,x,8,x,-8%,-22%,x,-2%
C#CCNC(=O)C1=C[C@H](c2ccc(Br)cc2)C[C@H](OCCCCO)O1,-15%,-28,12*,84%[activator],1%,31*,-6%
COc1ccccc1OCCNC(=O)Cc1ccc(Cl)c(Cl)c1,-6%,2,10,50%,-3%,11,3%
CC(=O)Oc1ccc(C(=O)[C@H]2[C@H]3C(=O)N(c4ccccc4)C(=O)[C@H]3[C@@H]3C=CC=NN32)cc1,u,-20,11,-17%,-7%,-10,-1%
CN1C(=O)/C(=C/c2ccc(O)c([N+](=O)[O-])c2)N(C)C1=S,0%,16,-2,-24%,2%,2,-6%
Cc1cnc(C(=O)OCC(=O)N=c2sccn2Cc2ccccc2Cl)cn1,5%,u,2,-7%,-16%,0,5%
Cc1ccccc1C(=O)N1CCC(C(=O)Nc2nccs2)CC1,3%,-18,9,-7%,-12%,-1,-6%
CS(=O)(=O)N(Cc1ccc(Cl)cc1)c1ccc(C(=O)N2CCN(c3ccccc3)CC2)cc1,2%,-6,-1,152%[activator],-16%,-5,3%
C=CCn1c(SCC(=O)c2ccc(O)c(O)c2)nnc1-c1cccnc1,16µM*,-10,-1,-33%,-10%,1,1%
COc1ccc(C(=O)NC2CC2)cc1OC1CCN(Cc2ccccc2)CC1,x,x,0,8%,-14%,-9,2%
CCCOc1ccc(NC(=O)C2CC(=O)N(C)C(=Nc3cccc(OC)c3)S2)cc1 (stereo unspecified),-4%,14,0,14%,-5%,-12,-3%
Cc1cc2c(cc1S(=O)(=O)NCc1ccccc1)n(C)c(=O)c(=O)n2C,-7%,-13,1,-1%,-9%,-10,4%
CCCCCCC(C)NC(=S)Nc1cc(S(=O)(=O)N(C)C)ccc1C (stereo unspecified),3%,-15,-3,-23%,48%[activator],13,-4%
C[C@@]12C(=O)Nc3cc(Cl)ccc3C(=O)N1[C@H]1c3ccccc3OC[C@@H]1[C@@H]2c1ccccc1,x,x,x,-45%,-1%,x,-10%
CCOC(=O)c1cccc(NC(=O)CN(C)S(=O)(=O)c2cnc[nH]2)c1,6%,-6,12,-7%,-1%,-10,u
O=c1[nH]c(CCl)nc2cc(-c3ccc(Cl)cc3)sc12,0%,41,3,-7%,29%,-8,0%
Nn1c(SCc2ccc(Br)cc2)nnc1-c1ccccn1,6%,-26,-3,-2%,7%,-6,0%
CN(C)C(=O)COc1ccc2c(-c3ccccc3)cc(=O)oc2c1,8%,-20,0,21%,0%,7,u
COc1ccc(-c2c(NC(=O)c3ccco3)n(-c3ccc(C)cc3)nc(C)c2=O)cc1,10%,21,-2,-10%,2%,-5,-8%
O=C(NCC(=O)N(c1cccc(F)c1)C(C(=O)NC1CCCC1)c1cccnc1)c1cccs1 (stereo unspecified),7%,101,5,-31%,5%,-7,10%
